BioA inh: blocks M. tuberculosis BioA enzyme activity; 0.096% of 360,000 active; inhibition, % at 9.99 µM; purified M. tuberculosis BioA enzyme, plate reader; in the data active = inhibition above about 40%; inconclusive = no clear call, values can overlap the other calls
FadD28 FP inh: inhibitors of Mycobacterium tuberculosis FadD28 bisubstrate binding. FadD28 bisubstrate probe binding, fluorescence polarization. inhibition, % at 12.5 µM. 0.22% of 360,000 active. AID 588549; in the data active = inhibition above about 8.5%, passing the limit was not always enough; inconclusive = no clear call, values can overlap the other calls
GDH-TPI inh: counter-screen for M. tuberculosis FBA inhibitors: GDH-TPI coupled enzymes. GDH-TPI coupled enzyme counterscreen, NADH absorbance. inhibition, % at 4.8 µM. 1.2% of 360,000 active. AID 588335;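 also: 0% = DMSO wells and 100% = wells lacking the enzyme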
BoNT F protease: BoNT F light chain protease inhibition; Multiplex microsphere protease cleavage assay, flow cytometry; inhibition, % at 10 µM; 0.22% of 360,000 active; in the data active = inhibition above about 35%, passing the limit was not always enough; inconclusive = no clear call, values can overlap the other calls; also: plate controls were buffer without enzyme for full effect and enzyme alone for no effect
CCHFV vOTU inh: blocks the CCHF virus ovarian tumor domain protease; CCHFV vOTU protease, Pep-AMC fluorescence; inhibition, % at 11.5 µM; 0.55% of 370,000 active; also: 0% = vehicle wells with enzyme and 100% = no enzyme wells
PrPC surface inh: reduces human prion protein on the cell surface; P04156; cell surface PrPC, TR-FRET read-out; inhibition, % at 13.8 µM; 0.43% of 370,000 active; AID 720596; in the data active = inhibition above about 24%; also: 0% = median of the test wells and 100% = reference compound wells
BoNT-A LC inh2: inhibitors of Botulinum neurotoxin A light chain protease; inhibition, % at 10 µM; multiplex microsphere protease substrate cleavage, flow cytometry; 0.17% of 360,000 active; in the data active = inhibition above about 30%; inconclusive = no clear call, values can overlap the other calls; also: plate controls were buffer without enzyme for full effect and enzyme alone for no effect
Mtb UGM inh: Mtb UDP-galactopyranose mutase inhibition; 0.06% of 320,000 active; purified UGM, fluorescence polarization probe displacement; inhibition, % at 10 µM; in the data active = inhibition above about 10%, passing the limit was not always enough; inconclusive = no clear call, values can overlap the other calls
Target sequence (P9WIQ1 whole entry, looked up): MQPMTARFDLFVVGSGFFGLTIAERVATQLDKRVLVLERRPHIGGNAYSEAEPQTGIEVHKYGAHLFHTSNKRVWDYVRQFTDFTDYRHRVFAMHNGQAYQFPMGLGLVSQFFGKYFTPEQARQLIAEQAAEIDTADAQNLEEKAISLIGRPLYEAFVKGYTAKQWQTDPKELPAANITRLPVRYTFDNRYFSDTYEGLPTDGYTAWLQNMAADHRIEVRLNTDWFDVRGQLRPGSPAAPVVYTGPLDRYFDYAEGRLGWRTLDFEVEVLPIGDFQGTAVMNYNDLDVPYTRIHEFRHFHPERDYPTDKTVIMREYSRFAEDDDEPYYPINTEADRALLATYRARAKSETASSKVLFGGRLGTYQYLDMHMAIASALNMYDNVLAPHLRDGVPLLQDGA
Mtb FBA inh: inhibits M. tuberculosis FBA enzyme. 2.3% of 360,000 active. purified M. tuberculosis FBA, fluorescence read-out. inhibition, % at 1 µM. P9WQA3. AID 588726; in the data active = inhibition above about 27%;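 also: 0% = vehicle and 100% = reference inhibitor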
Target sequence (P9WQA3 whole entry, looked up): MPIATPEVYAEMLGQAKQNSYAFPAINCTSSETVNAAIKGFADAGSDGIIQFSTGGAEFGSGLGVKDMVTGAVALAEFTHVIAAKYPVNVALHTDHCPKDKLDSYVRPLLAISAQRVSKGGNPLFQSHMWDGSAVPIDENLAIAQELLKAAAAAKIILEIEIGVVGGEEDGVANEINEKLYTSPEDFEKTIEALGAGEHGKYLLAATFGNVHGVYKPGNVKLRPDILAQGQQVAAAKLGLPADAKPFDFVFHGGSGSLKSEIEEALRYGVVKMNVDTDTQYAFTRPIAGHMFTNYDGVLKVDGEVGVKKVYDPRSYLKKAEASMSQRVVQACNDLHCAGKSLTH
An asterisk follows results filed as active; ? = inconclusive; . = not tested or not shown; & = joins results of further samples. Rule as the data show it, unless noted: active = inhibition above about 30%; inactive = the rest.

SMILES	BioA inh	FadD28 FP inh	GDH-TPI inh	BoNT F protease	CCHFV vOTU inh	PrPC surface inh	BoNT-A LC inh2	Mtb UGM inh	Mtb FBA inh
O=C(CCn1c(=O)oc2ccccc21)Nc1nc2ccccc2s1	2.0	-0.4	9	-10	1	0	-1.3	0.8	-1
C=CCNC(=S)Nc1ccc(C)cc1[N+](=O)[O-]	-1.4	1.3	-1	3	3	-1	-0.5	-0.8	8
O=C(c1ccc2noc(-c3ccccc3)c2c1)N1CCN(c2ccccc2)CC1	0.9	-3.3	9	-3	1	-10	-1.3	.	-2
Cc1ccc(S(=O)(=O)N(C)C)cc1NC(=O)c1n[nH]c(=O)c2ccccc12	.	-0.6	6	0	10	-1	-1.2	2.8	1
CC(C)NC(=O)CSc1ccccc1C(=O)N1CCN(S(=O)(=O)/C=C/c2ccccc2)CC1	1.5	-0.6	5	-3	-3	-8	-0.7	1.7	1
COC(=O)c1ccc(NC(=O)COc2coc(CN3CCc4ccccc43)cc2=O)cc1	-1.0	-3.1	8	1	2	9	-0.8	0.7	-3
O=C(C1CC1)N1CCCN(C(=O)C2CC2)CC1	1.2	-1.4	0	-2	12	-3	0.1	-2.4	0
O=C1CSC(c2ccc(Cl)cc2)N1c1cccnc1 (configuration not stated)	2.1	-0.9	16	5	4	8	0.2	-1.4	2
COCCNC(=O)c1cccc(OC2CCN(Cc3ccc(C(C)C)cc3)CC2)c1	0.5	-0.2	4	28	-13	-10	0.2	-1.0	1
CCOc1ccc(N(CC(=O)OC)S(=O)(=O)c2ccc(OC)c(OC)c2)cc1	1.1	-1.0	-1	-1	12	3	0.2	5.1	3
O=C(NCC1CCNCC1)c1ccncc1	.	1.1	-4	-4	-9	6	-0.3	1.7	1
Cc1ccc(-n2c(-c3ccccc3)n[nH]c2=S)c(C)c1	-0.4	-0.8	15	?	-12	8	?	-0.8	5
C[C@@H]1CN([C@H](C)CO)C(=O)c2cc(Br)cnc2O[C@H]1CN(C)C(=O)Cc1ccccc1	2.4&10	0.8	5	0	-6	-3	-0.1	.	4
Fc1cccc(CN2CCN(c3nc4nonc4nc3NC3CC3)CC2)c1	.	-3.2	19	-4	6	-11	0.3	-1.3	-2
CCC(=O)c1ccc(OCC(=O)OCC(=O)c2c(N)n(C)c(=O)n(C)c2=O)cc1	-0.5	-1.5	-1	-4	1	4	0.3	-0.8	0
CC(=O)N1c2ccc(S(=O)(=O)NCCc3ccc(Cl)cc3)cc2CC1C (configuration not stated)	0.5	-5.5	3	.	-9	11	.	5.6	1
C[C@H](c1ccccc1)N1C[C@@H](COCc2ccccc2)Oc2cc(N3CC[C@H](O)C3)ccc2S1(=O)=O	.	.	.	2	5	5	-0.3	.	.
Cc1nn(-c2ccc(N3CCCCC3)nn2)c(C)c1CCC(=O)Nc1cc(F)ccc1F	0.6	-2.3	-6	2	20	1	1.1	3.4	1
CON(C)c1nc(OCCNC(=O)OCc2ccc(Cl)cc2Cl)nc(N(C)C)n1	0.5	-1.2	1	-1	0	2	-0.9	5.1	2
CC(=O)N1CCN(c2ccc(C(N)=O)cc2[N+](=O)[O-])CC1	24	-2.0	-15	-5	4	-17	-0.9	-3.5	-4
COc1cc(C)ccc1OCCOCCOc1ccc(C)cc1[N+](=O)[O-]	.	-3.7	8	-6	-22	-7	-1.0	-0.4	-7
Cc1cccc(/N=C2/NC(=O)C(Cc3ccccc3)S2)n1 (configuration not stated)	-2.3	-1.7	-6	-5	-2	7	0.1	2.1	16
CCCCOc1cccc(C(=O)Nc2ccc(S(=O)(=O)Nc3nnc(CC)s3)cc2)c1	4.2	-5.4	-2	0	28	10	1.4	1.0	-1
CCn1c(SCC(=O)NCc2ccccc2)nnc1-c1cccnc1	-0.5	-0.8	3	5	-20	-4	0.7	2.4	1
O=C(CCC(=O)N(CC(=O)NC1CCCC1)Cc1ccccc1)Nc1nccs1	-1.9	-0.9	0	-18	0	3	-1.4	0.6	-3

Additional records:
SMILES	BioA inh	FadD28 FP inh	GDH-TPI inh	BoNT F protease	CCHFV vOTU inh	PrPC surface inh	BoNT-A LC inh2	Mtb UGM inh	Mtb FBA inh
COCCCn1c(=O)/c(=C\c2ccccc2OC(F)F)s/c1=C(/C#N)C(=O)NC(C)C	.	-1.7	3	4	0	8	0.0	6.3	-2
O=C(CCl)Nc1cccc2ncccc12	-0.2	-3.2	-17	-15	-17	-2	0.6	-0.6	-1
NCCc1nnc(SCC(N)=O)o1	-2.0	-4.4	0	2	-4	2	-1.2	-0.8	0
CN(C)c1ccc(/C=N/N(CCC(=O)NC(C)(C)C)C2=NS(=O)(=O)c3ccccc32)cc1	.	-2.8	0	-17	5	3	-2.1	-1.2	-3
O=S(=O)(c1cccc2cccnc12)N1CCc2ccccc21	.	-1.2	-6	8	0	-2	-0.3	0.8	-1
Cc1ccc(C(=O)NC(=S)N(C)Cc2ccccc2)cc1	.	-2.9	-1	-18	-9	-4	-0.3	-0.2	2
Cc1ccc(S(=O)(=O)CCC(=O)OC(C)C(=O)Nc2ccc(N3CCOCC3)cc2)cc1 (configuration not stated)	0.3	-1.3	-3	-6	1	1	0.8	1.1	-1
CC(=O)Nc1nnc(Cc2ccccc2)s1	-1.3	-2.8	8	-3	2	12	-0.4	-1.4	3
COc1ccc(-n2nc(C(N)=O)c(O)cc2=O)cc1	.	-2.7	6	0	3	3	0.5	-0.9	0
CS(=O)(=O)N1N=C(c2ccccc2)CC1c1ccc2c(c1)OCO2 (configuration not stated)	.	-3.2	13	-20	-12	1	70*	-0.5	-2
O=C(NNC(=O)c1ccccc1F)c1ccc2nc[nH]c2c1	-1.5	-1.0	15	4	7	3	2.7	1.5	2
COc1ccccc1NC(=O)Nc1ccc(N2CCOCC2)cc1	.	0.7	0	-6	-6	8	-1.8	-0.5	3
Cc1cccc(N=C(N2CCOCC2)P(=O)(N2CCOCC2)N2CCOCC2)c1	0.5	2.3	4	-9	2	6	0.7	-1.2	8
CC(=O)Nc1ccc(C(=O)N2CCCCC2c2cc(C(=O)NCc3cccnc3)no2)cc1 (configuration not stated)	1.5	-0.9	3	-7	-5	-8	-0.9	.	1
COc1cc(C(O)c2nc(-c3ccccc3)cs2)ccc1F (configuration not stated)	0.2	0.5	-6	4	1	0	0.2	.	-1
O=C1CCCC[C@@H](O)[C@H](O)C[C@H](c2ccccc2)O1	.	.	.	-4	-10	-1	-0.4	.	.
Cn1c(Cc2ccc(Cl)cc2)nnc1SCC(=O)NC1CC1	0.9	-3.5	2	-1	-11	5	-3.4	4.0	0
COc1cc2c(cc1OC)CN(C(=O)C1CCC(=O)N(CCCN3CCOCC3)C1)CC2 (configuration not stated)	4.5	0.8	11	-3	12	-3	-1.5	2.8	0
CCn1c(Cc2ccccc2)nnc1SCC(=O)N1CCCC1=O	-0.4	-4.3	-4	7	8	-2	1.3	0.9	1
CCOc1ccccc1NC(=O)C1CCN(C(=O)Cc2ccccc2)CC1	.	-1.2	-4	-1	3	6	0.2	0.5	0
Clc1ccc(COc2ccccn2)c(Cl)c1	2.8	-1.8	3	-19	-4	6	-3.9	-0.1	3
CCCCn1nnnc1SCC(=O)NC1CCCCC1	0.1	-3.3	-2	4	4	8	-1.3	1.1	-5
O=C(COC(=O)/C=C/c1ccc(Cl)cc1Cl)Nc1ccc2c(c1)OCCO2	3.2	-1.4	0	-7	-6	4	-0.6	6.6	2
N#Cc1ccc(C(=O)CSc2n[nH]c(=O)n2-c2cccnc2)cc1	0.5	-2.1	5	.	-9	-10	.	-0.5	-1
O=c1[nH]c2ccccc2nc1-c1cccs1	-1.9	-0.1	15	-1	-159	-17	8.7	-3.1	104*

More structures follow:
SMILES	BioA inh	FadD28 FP inh	GDH-TPI inh	BoNT F protease	CCHFV vOTU inh	PrPC surface inh	BoNT-A LC inh2	Mtb UGM inh	Mtb FBA inh
COc1ccc(C(=O)N/N=C/c2ccc(OC)c(COc3c(F)c(F)cc(F)c3F)c2)cc1	-2.2	-4.0	18	-2	8	4	1.7	0.6	1
CCCOc1ccccc1Cn1c(=O)oc2ccccc21	0.9	-1.7	2	?	9	6	-4.6	2.8	0
CN(CC(=O)Nc1ccccc1-c1ccccc1)Cc1ccccc1Cl	-0.3	-2.9	7	-1	7	8	-0.3	-0.7	0
CC(C)(C)c1ccc(C(=O)Nc2cccc(C(=O)N3CCOCC3)c2)cc1	1.0	-1.5	0	5	2	15	-0.2	-2.0	1
CC(=O)OCC1=C(C(=O)O)N2C(=O)C(NC(=O)c3ccc(F)cc3)C2SC1 (configuration not stated)	.	-0.6	4	3	4	2	1.1	-1.1	0
Cc1c(C(=O)Nc2ccc(OCc3ccccc3)cc2)cccc1[N+](=O)[O-]	-1.5	-0.4	6	22	-15	3	20	3.4	-2
Cc1ccc(NC(=O)CC2SCCNC2=O)cc1Cl (configuration not stated)	0.0	-0.7	10	-3	3	-3	?	0.0	0
O=C(OCc1nc2ccccc2s1)[C@@H]1CCCN1S(=O)(=O)c1ccccc1F	.	0.2	-1	-10	16	-2	0.4	-1.0	-2
Cc1cccc(Cn2cnc3c(sc4nc(C)cc(C)c43)c2=O)c1	-2.5	-16	-5	6	-17	-1	0.5	-0.5	-1
COc1ccc(NC(=O)c2sc3nc(C)cc(C)c3c2N)c(OC)c1	-1.1	-1.7	15	1	11	5	-0.3	0.2	3
COc1ccc(NS(=O)(=O)c2cc3c(cc2C)N(C(C)=O)CCO3)cc1OC	2.0	3.2	-7	-6	15	1	0.4	0.9	4
Brc1ccc(OCc2ccccc2)c(CNCc2ccncc2)c1	1.9	-0.8	6	-15	-5	13	-3.0	-2.1	1
Cc1cccc2cc(=O)[nH]c(C)c12	-0.7	-2.4	11	0	-7	10	-0.1	8.7	2
O=C(NCCOc1ccccc1F)Nc1ccc(Br)cc1	.	-4.0	-5	-2	4	10	-0.5	-0.2	-1
O=C(NCC1CCCO1)Nc1cc(Cl)cc(Cl)c1 (configuration not stated)	.	-3.8	8	0	2	-11	0.2	1.9	4
COc1ccccc1NC(=O)N(Cc1ccc2c(c1)OCO2)Cc1nc2ccccc2c(=O)[nH]1	-1.7	1.0	1	-42	2	5	-0.1	-0.3	-4
COc1cccc(CN(C)CCCn2cnc3c(OC)ncnc32)c1	-8.1	-0.3	-2	2	8	6	-0.5	.	4
CCCN(Cc1nnc(-c2ccccc2Cl)o1)C(=O)c1ccc(C)c(S(=O)(=O)N2CCOCC2)c1	0.0	-2.6	11	.	4	10	.	-2.1	-2
Brc1cc(-c2ccccc2)nc(-c2ccccc2)n1	2.4	-2.8	3	?	6	8	3.0	0.3	1
O=C(COC(=O)Cc1cccc(F)c1)NCCc1ccccc1	1.2	-1.2	-3	9	-2	5	4.4	3.3	2
Cc1ccc(S(=O)(=O)N(C(=O)c2ccncc2)c2ccc(OC(=O)c3ccncc3)cc2)cc1	.	0.0	3	-1	-8	6	-0.6	3.0	1
Cc1c(NC(=S)N2CCN(c3cccc(Cl)c3)CC2)c(=O)n(-c2ccccc2)n1C	0.8	0.4	0	-5	-13	0	-0.5	2.4	2
Cc1ccc(Cl)cc1NC(=O)c1cc(NC(=O)C2CCCCC2C(=O)O)ccc1N1CCOCC1 (configuration not stated)	4.5	-1.9	6	0	7	-1	-1.6	-1.6	5
Cc1ccc(SCc2nc(-c3cccnc3)no2)cc1	-0.1	-1.9	2	-3	1	-5	0.4	-0.1	3
CNC(=S)N/N=C(\C)c1ccc(C)c(C)c1	.	0.4	12	-3	-8	-1	-1.2	-1.1	1

Three entries from above, with two lines to a compound.
Each structure is followed by: BioA inh, FadD28 FP inh, GDH-TPI inh, BoNT F protease, CCHFV vOTU inh, PrPC surface inh, BoNT-A LC inh2, Mtb UGM inh, Mtb FBA inh
CN(CC(=O)Nc1ccccc1-c1ccccc1)Cc1ccccc1Cl
    -0.3, -2.9, 7, -1, 7, 8, -0.3, -0.7, 0
Cc1cccc2cc(=O)[nH]c(C)c12
    -0.7, -2.4, 11, 0, -7, 10, -0.1, 8.7, 2
Cc1ccc(NC(=O)CC2SCCNC2=O)cc1Cl (configuration not stated)
    0.0, -0.7, 10, -3, 3, -3, ?, 0.0, 0

Screens (PubChem BioAssay)
